Lipid storage S3: qHTS Assay for Lipid Storage Modulators in Drosophila S3 Cells; Drosophila S3 cells, BODIPY lipid droplet fluorescence, 18-24 h; cells fed with added oleic acid; lipid storage change, negative = inhibition, % at the top dose, mostly 46.1 µM; hits show Potency in µM; actives 0.64% (n = 320,000); AID 2685; active = well fitted inhibition curve with a large enough effect in the signal ratio, with a control signal flat, not every such curve was filed as active; inconclusive = small, poorly fitted or top-dose-only effect, or effect the other way, or a change in a side signal; the % refers to the signal ratio
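Laser-scanning cytometry quantifies lipid droplet accumulation (500–530 nm total intensity; droplet/cell object ratio) in oleic acid-fed (400 uM added) Drosophila S3 cells treated with a concentration series. 20 uM Triacsin C defined 100% inhibition.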
Lipid storage S3 cell count max: also measured in Lipid storage S3; calls as there; cell number change, %; measured here: cell count max response;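 cells counted by Cell Tracker Red CMTPX staining in the red channel; peak over a dose series mostly up to 46.1 µM; percent activity relative to internal control wells on each plate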
* hit, by the source's call; i = inactive; ? = inconclusive; . = not tested or not shown; [ ] = another dose, or the depositor's remark. % is scaled to controls: 0 for no effect and ±100 for the full control effect; potency is read from the fitted curve at half-maximal effect.

SMILES | Lipid storage S3 | Lipid storage S3 cell count max
Cc1cccc(OCC(=O)NCC(=O)N/N=C/c2c(C)[nH]c3ccccc23)c1 | -6% | -5
CN(C)CCN1C(=O)c2oc3ccc(F)cc3c(=O)c2C1c1ccncc1 (stereo not given) | ? | .
CC(C)c1ccc(NC(=S)NCc2ccc3c(c2)OCO3)cc1 | 6% | .
COc1ccccc1NC(=O)Cc1c(F)cccc1Cl | 17% | 4
CSc1ccccc1C(=O)Nc1ncn[nH]1 | i | -16
COc1ccc(-c2nc(CN3CCC(C(=O)NC4CC4)CC3)c(C)o2)cc1OC | ? | .
CC1C(=NO)C(C)C(c2ccccc2)NC1c1ccccc1 (stereo not given) | ? | .
O=C1CS/C(=N/N=C/c2ccc(OS(=O)(=O)c3ccccc3)cc2)N1 | 1% | -11
COCCNC(=S)N(CCc1c(C)[nH]c2ccccc12)Cc1cccnc1 | 8% | 21
CSc1ccc(/C=C(\C(=O)O)c2ccc(S(=O)(=O)N3CCCCC3)s2)cc1 | 20% | 21
CCOC(=O)c1c(C)[nH]c(C)c1S(=O)(=O)N(C)CC(=O)Nc1ccc(C)cn1 | 1% | 2
Cc1ccc2c(c1)N(C(=O)CCC(=O)NCCN1CCOCC1)CCO2 | i | 17
COc1cccc(N(CC(=O)NCc2cccnc2)S(C)(=O)=O)c1 | ? | .
CC(C)(C)OC(=O)NCCCC[C@H](NC(=O)c1[nH]cnc1C(=O)Nc1ccc(CNC(=O)OC(C)(C)C)cc1)C(=O)OC(C)(C)C | -17% | .
COC(=O)C1=C(C)N(Cc2ccccc2)C(=O)N[C@H]1c1cccc(C(F)(F)F)c1 | 6% | 7
COC(=O)c1nn2c(C(F)(F)F)cc(-c3ccc(Br)o3)nc2c1Br | 7% | -15
COc1ccccc1-c1cc(C(=O)Nc2cc(C)on2)no1 | ? | .
O=C(CSc1ccc2nnc(-c3ccccn3)n2n1)Nc1cccc(F)c1 | ? | .
O=C(O)/C=C/C(=O)Nc1ccc(SC(F)(F)F)cc1 | 2% | 14
O=C(c1c(F)cccc1Cl)N1CCN(c2ccccn2)CC1 | i | 6
COc1ccc(S(=O)(=O)N2CCC(Cc3ccccc3)CC2)cc1C(N)=O | ? | .
CC(C)c1cc(N2CCOCC2)n2ncc(-c3ccccc3)c2n1 | ? | .
Cc1nc2cc(-n3ccc(=O)cc3)ccc2n1-c1ccccc1 | i | .
COC(=O)C1=C(C)NC(C)=C(C(=O)OC)C1c1cc2cc(C)ccc2[nH]c1=O | ? | .
O=C(CCC(=O)c1cccs1)NCC(=O)Nc1ccc(F)c(F)c1F | 3% | -12
Following part:
SMILES | Lipid storage S3 | Lipid storage S3 cell count max
CC(=O)Nc1ccc(Nc2cc(C)nc3c(-c4ccc(Cl)cc4)cnn23)cc1 | ? | .
CCc1nc2ccccc2n(CCOCCn2c(=O)c(CC)nc3ccccc32)c1=O | 4% | -16
CCn1cc(C(=O)NCCCN2CCC(C)CC2)c(=O)c2cc(S(=O)(=O)N3CCOCC3)ccc21 | i | 23
COC(=O)c1ccc(N2CCN(c3ccccc3)CC2)c(NC(=O)C2CC2)c1 | 22% | 3
COc1cccc(SCC(=O)N2CCN(c3ccccc3)CC2)c1 | 6% | 1
COc1ccc(C(=O)N2CCN(S(=O)(=O)c3ccc(F)cc3)CC2)cc1OC | ? | .
CCCn1c2ccccc2c2nnc(SCC(=O)OCC)nc21 | ? | .
CCN(CC)CCN(C(=O)c1ccc(C(=O)c2ccccc2)cc1)c1nc2cc3c(cc2s1)OCO3 | ? | .
Cn1cccc1CC(=O)N/N=C/c1cccc2ccccc12 | i | .
CC1(C)O[C@@H]2[C@H](O1)[C@@H](COS(=O)(=O)O)O[C@H]2n1ccc(=O)[nH]c1=O | ? | .
O=C(Cn1nc(Cc2cccnc2)c2ccccc2c1=O)N1CCN(C(=O)c2ccco2)CC1 | ? | .
O=C(CSCC(=O)N1CCOCC1)Nc1nc(-c2ccc3c(c2)OCO3)cs1 | 16%[9.22 µM] | -15
COc1cc(/C=N/NC(=O)c2cccnc2)ccc1OC(=O)c1cc(OC)c(OC)c(OC)c1 | ? | .
CC1CC(C)CN(C(=S)Nc2ccc(OC(F)F)cc2)C1 (stereo not given) | 4% | 6
CC1CCN(S(=O)(=O)c2csc(C(=O)Nc3ccccc3)c2)CC1 | ? | .
Cc1ccc2c(c1)cc(CN(Cc1ccc3c(c1)OCO3)C(=O)c1ccccc1)c1nnnn12 | ? | .
CC(C)Cc1nc2oc3c(Cl)ncnc3c2c2c1CCCC2 | ? | .
COc1ccc(Cn2nnnc2C(c2cc3cc(C)ccc3[nH]c2=O)N2CCN(C)CC2)cc1 (stereo not given) | -3% | 23
Cc1c(C)c2ccc(OCC(=O)NCCCN3CCCC3=O)cc2oc1=O | ? | .
CCN(CC)S(=O)(=O)c1cc(C(=O)c2nccn2C)ccc1Cl | ? | .
CC(C)c1ccc(/C=N/N2CCN(c3ccccn3)CC2)cc1 | 5% | 4
CCOc1ccc(NC(=O)CSc2nnc(C)n2CC)cc1 | i | 6
COc1ccc(OC)c(NC(=O)CN2C(=O)C(=O)N(Cc3ccccc3)C2=O)c1 | 2.3µM* | -12*
COc1ccc(NC(=O)CSc2ccc(-c3cccs3)nn2)c(OC)c1 | 0% | -10
Cc1cccc(NC(=O)Cn2cc(C(=O)c3ccco3)c3ccccc32)c1 | ? | .
Continued:
SMILES | Lipid storage S3 | Lipid storage S3 cell count max
O=C1OCC(CO)(CO)N=C1NNc1ccc(Cl)c(Cl)c1 | ? | .
C/C(=N/NC(=O)c1ccncc1)C1=C(O)CC(C)(C)CC1=O | ? | .
C/C(=N\Nc1ncc(Cl)cc1Cl)c1ccc(C#N)cc1 | 19% | -20
Cc1cc(N2CCN(C)CC2)n2cc(-c3ccc(F)cc3)nc2n1 | 24% | .
O=C(Cc1ccc(F)cc1)Nc1ccc(S(=O)(=O)N2CCCC2)cc1 | ? | .
COc1cccc(/C=C2/Sc3ccc(C(=O)NCCN4CCCC4)cc3NC2=O)c1 | ? | .
O=C(Cc1ccccc1)NC1(O)C(=O)c2ccccc2C1=O | -13% | -7
O=C(NCC(c1ccco1)N1CCOCC1)c1cccc([N+](=O)[O-])c1 (stereo not given) | ? | .
C=C1[C@@H](C)C2[C@H](Cc3ccccc3)NC(=O)[C@]23OC(=O)CC[C@H](O)CCC[C@H](C)C/C=C/[C@H]3[C@@H]1O (stereo not given in full) | 7% | -1
OC(CN1CCN(c2ccccn2)CC1)Cn1c2ccc(Cl)cc2c2cc(Cl)ccc21 (stereo not given) | ? | .
O=C(NCCN1CCOCC1)c1ccccc1Cl | ? | .
CCOC(=O)C(Cc1ccccc1)NC(=O)Cn1nnc(-c2ccccc2)n1 (stereo not given) | -5% | 30
CCCCOCCCNC1=NCCCCC1 | ? | .
CCN(CC)S(=O)(=O)c1ccc(C(=O)Nc2ccc(C(F)(F)F)n(C)c2=O)cc1 | i | -3
CC(C)(C)NC[C@@H](O)COc1cccc2c1CCCC2=O | ? | .
CC(C)(C)SCCNC(=O)/C=C/c1cccc([N+](=O)[O-])c1 | ? | .
O=C(Nc1nc2ccccc2[nH]1)C1CCCC1 | ? | .
COc1cc(O)c(C(CCN2CCN(c3ccccc3)CC2)c2ccc(N(C)C)cc2)c(OC)c1 (stereo not given) | 3% | 9
NC(=S)NNC(=O)[C@@H]1CCCC[C@@H]1C(=O)O | -10% | -12
CCOc1ccc(Cn2c(=O)oc3ccccc32)cc1 | ? | .
O=C(C(Cl)c1ccccc1)N1CCCC1 (stereo not given) | ? | .
O=C(CSc1nc2ccccc2c2nc3ccccc3n12)NCc1ccco1 | ? | .
O=C([C@H](Cc1ccc(O)cc1)n1cc(CCO)nn1)N1CCNCC1 | i | -20
COc1cccc(C2c3c(-c4ccccc4O)n[nH]c3C(=O)N2Cc2ccco2)c1 (stereo not given) | ? | .
COc1ccc(C(=O)n2nc(-c3ccc(C)cc3)nc2N)cc1OC | ? | .
Further structures:
SMILES | Lipid storage S3 | Lipid storage S3 cell count max
CCCC(C(=O)NCC1CCCO1)N(C(=O)CNS(=O)(=O)c1ccccc1)c1ccc(F)cc1 (stereo not given) | 15% | 13
O=C(CSc1nc(N2CCOCC2)nc(N2CCOCC2)n1)Nc1cccc(C(F)(F)F)c1 | ? | .
O=C1[C@H]2C(c3ccccc3)=NN(c3ccccc3)[C@H]2C(=O)N1c1ccccc1 | 1% | 1
C=CCN1C(=O)C2(NNc3ccccc3O2)c2ccccc21 (stereo not given) | ? | .
COc1cccc(CNC(=O)CCNS(=O)(=O)c2ccc3[nH]c(=O)oc3c2)c1 | i | -10
Cc1ccc(-c2c[n+](Cc3cccc(Cl)c3)c3n2CCC3)cc1 | ? | .
COCc1c(C(=O)N2CCN(Cc3c(F)cccc3Cl)CC2)oc2ccccc12 | ? | .
Cc1ccn(CCNC(=O)C2CCC(=O)N(Cc3ccc(Cl)cc3)C2)n1 (stereo not given) | ? | .
Cc1cc(N2CCN(c3nc(-c4ccc([N+](=O)[O-])cc4)cs3)CC2)c2ccccc2n1 | ? | .
CC(OC(=O)C1=COCCO1)C(=O)Nc1ccccc1C#N (stereo not given) | -6% | 5
CN(C)c1ccc(N2C(=O)CC(c3ccccc3)CC2=O)cc1 | -1% | 14
COCCNC(=S)Nc1ccc(N2CCOCC2)c(S(=O)(=O)Nc2ccccc2OC)c1 | ? | .
COc1ccc(C(=O)Nn2c(C)nc3ccccc3c2=O)c(OC)c1 | ? | .
CC1CCCCN1CCNC(=O)c1ccc2c(c1)N(Cc1ccccc1F)C(=O)c1ccccc1S2=O (stereo not given) | ? | .
CC(=O)Nc1ccc(NC(=O)C(C)OC(=O)CCN=C2NS(=O)(=O)c3ccccc32)cc1 (stereo not given) | -8% | 1
CC(=O)Nc1cc(-c2nn(CC(=O)N3CCCCC3)c(=O)c3ccccc23)ccc1N1CCOCC1 | 13% | 3
CCS(=O)(=O)c1ccc2oc(SCC(=O)Nc3ccc(OC)cc3OC)nc2c1 | ? | .
O=C(Cc1ccccc1)NCC(=O)N/N=C/c1ccc([N+](=O)[O-])s1 | 16µM* | 17*
C/C(=N\NC(=O)NC1CCCCC1)c1ccco1 | -10% | 19
O=C(Nc1ccccc1C(=O)NCCCn1ccnc1)c1ccc(Cl)cc1Cl | -2% | 9
Cc1ccc([C@H]2C(C#N)=C(N)Oc3cc(C)oc(=O)c32)o1 | ? | .
CCC(C)NC(=O)c1ccc2c(c1)N(Cc1ccccc1)C(=O)CS2 (stereo not given) | ? | .
O=C(CCNC(=O)Cn1ccc2ccccc2c1=O)NCCCN1CCN(c2ccccc2F)CC1 | 3% | -8
CCOc1ccc2[nH]cc(-c3csc(N)n3)c2c1 | -4% | -3
O=C(N/N=C/c1c[nH]c2ccccc12)C1CC1c1ccccc1 (stereo not given) | ? | .

2 entries from above, in markdown:
| Molecule | Lipid storage S3 | Lipid storage S3 cell count max |
| --- | --- | --- |
| CN(C)c1ccc(N2C(=O)CC(c3ccccc3)CC2=O)cc1 | -1% | 14 |
| COCCNC(=S)Nc1ccc(N2CCOCC2)c(S(=O)(=O)Nc2ccccc2OC)c1 | ? | . |

The results go on:
SMILES | Lipid storage S3 | Lipid storage S3 cell count max
O=C(CCCC(=O)OCC1CCCO1)OCC1CCCO1 (stereo not given) | ? | .
Cc1c(C(=O)OCC(=O)NCc2ccccc2)oc2ccccc12 | ? | .
COc1ccc(-n2cnnc2SCC(=O)NC2CCCc3ccccc32)cc1 (stereo not given) | ? | .
Cc1cnc(NC(=O)c2sc3ccccc3c2Cl)s1 | ? | .
C=CCNC(=O)COC(=O)c1c2c(nc3ccccc13)CCC2 | ? | .
CCOC(=O)C1=NN(c2ccccc2)C(=O)/C1=C\c1ccc(N(C)C)cc1 | 16% | .
c1ccc(Cn2nnnc2CN2CCN(Cc3ccc4c(c3)OCO4)CC2)cc1 | 29% | -15
COc1ccccc1CNC(=O)c1ccc(N(C)S(=O)(=O)c2ccc(C)cc2)cc1 | -20% | -8
c1ccc(SCc2nc(-c3cccnc3)no2)cc1 | i | .
COc1ccc(CN2CCNC(=O)C2CC(=O)NC2CCC2)c(OC)c1 (stereo not given) | i | -6
COc1ccc(OCC(=O)N/N=C\c2ccco2)cc1 | ? | .
Clc1ccc(CCNc2nc3ccccc3s2)cc1 | ? | .

Structures from the list above that have a Cl atom, in the order listed:
SMILES | Lipid storage S3 | Lipid storage S3 cell count max
COc1ccccc1NC(=O)Cc1c(F)cccc1Cl | 17% | 4
O=C(c1c(F)cccc1Cl)N1CCN(c2ccccn2)CC1 | i | 6
CC(=O)Nc1ccc(Nc2cc(C)nc3c(-c4ccc(Cl)cc4)cnn23)cc1 | ? | .
CC(C)Cc1nc2oc3c(Cl)ncnc3c2c2c1CCCC2 | ? | .
CCN(CC)S(=O)(=O)c1cc(C(=O)c2nccn2C)ccc1Cl | ? | .
O=C1OCC(CO)(CO)N=C1NNc1ccc(Cl)c(Cl)c1 | ? | .
C/C(=N\Nc1ncc(Cl)cc1Cl)c1ccc(C#N)cc1 | 19% | -20
OC(CN1CCN(c2ccccn2)CC1)Cn1c2ccc(Cl)cc2c2cc(Cl)ccc21 (stereo not given) | ? | .
O=C(NCCN1CCOCC1)c1ccccc1Cl | ? | .
O=C(C(Cl)c1ccccc1)N1CCCC1 (stereo not given) | ? | .
Cc1ccc(-c2c[n+](Cc3cccc(Cl)c3)c3n2CCC3)cc1 | ? | .
COCc1c(C(=O)N2CCN(Cc3c(F)cccc3Cl)CC2)oc2ccccc12 | ? | .
Cc1ccn(CCNC(=O)C2CCC(=O)N(Cc3ccc(Cl)cc3)C2)n1 (stereo not given) | ? | .
O=C(Nc1ccccc1C(=O)NCCCn1ccnc1)c1ccc(Cl)cc1Cl | -2% | 9
Cc1cnc(NC(=O)c2sc3ccccc3c2Cl)s1 | ? | .
Clc1ccc(CCNc2nc3ccccc3s2)cc1 | ? | .

This is a subset; count on the stated rates, not on these rows.
